Screening results as filed in PubChem.
HBB splicing = qHTS Assay for Modulators of Hemoglobin Beta Chain Splicing | HBB splicing reporter cell assay, activation; EGFP reporter with mutant IVS2-654 intron; response scale: normalised to 500 nM splice-correcting PNA | Potency, µM (highest dose often 46.1 µM), without a hit: at the highest dose activation, hits mostly activators | 65,000 tested, 0.06% active; also: potency is read from the fitted curve at half-maximal effect; 0% is about no effect
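Compounds were applied for 2 days to HeLa EGFP-654 cells, 500/well in Optimem with 2% FCS. The reporter's EGFP is disrupted by mis-splicing of beta-globin intron IVS2-654. Readout: summed well GFP fluorescence from 488 nm laser scanning; reference was 500 nM antisense […] 654 PNA.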
Ub-GFP proteasome = Ubiquitin-GFP Assay. Ubiquitin-GFP reporter cells, proteasome inhibition, GFP fluorescence; response scale: untreated = 0%, 10 µM MG-132 = 100%. 67,000 tested, under 10 active. Potency, µM (highest dose often 45.9 µM), inactives show at the top dose activation (GFP accumulation), hits mostly activators; active = well fitted activation curve with a large enough effect, not every such curve was filed as active; inconclusive = small, poorly fitted or top-dose-only effect, or another doubt; inactive = no such curve, though single readings can be large or run the other way; also: potency is read from the fitted curve at half-maximal effect
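GFP accumulation read-out: laser plate cytometry counting ubiquitin(G76V)-GFP-expressing U2OS cells after 4 hr compound exposure at 37 °C. Titrations spanned 46 uM to 2.9 nM; 0% = basal, 100% = 10 uM MG-132; concentration-response curves fitted.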
BRCT PPI red = qHTS Assay for Inhibitors of BRCT-Phosphoprotein Interaction (Red Fluorophore); 75,000 tested, 0.03% active; BRCT-phosphopeptide binding, red fluorescence polarization; Potency, µM (highest dose often 76.9 µM), for inactives: at the top dose activity change, negative = inhibition, usual class: inhibitors; AID 892, 2007; Breast cancer type 1 susceptibility protein (Homo sapiens), P38398; also: % is scaled to controls: 0 for no effect and ±100 for the full control effect
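Fluorescence polarization: 100 nM His-tagged BRCA1 BRCT with 100 nM TAMRA-labelled phospho-BACH1 decapeptide, phosphate buffer pH 7.3 with 150 mM NaCl, DTT, 0.01% Tween 20; 12 min RT. Binding inhibition seen as FP decrease.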
HADH2 inh = qHTS Assay for Inhibitors of HADH2 (Hydroxyacyl-Coenzyme A Dehydrogenase, Type II); recombinant HADH2, NADH fluorescence, beta-hydroxybutyryl-CoA; AID 886, 2007; 3-hydroxyacyl-CoA dehydrogenase type-2 (Homo sapiens), Q99714; Potency, µM (top dose mostly 57.1 µM), inactives show top-dose activity change, negative = inhibition, hits mostly inhibitors; 73,000 tested, 3.4% active; also: potency is read from the fitted curve at half-maximal effect; % is scaled to controls: 0 for no effect and ±100 for the full control effect; nearly all actives have a fitted effect of over 60% in size; many of its hits are not listed in these tables
Target sequence (Q99714 whole entry, looked up, one chain of several): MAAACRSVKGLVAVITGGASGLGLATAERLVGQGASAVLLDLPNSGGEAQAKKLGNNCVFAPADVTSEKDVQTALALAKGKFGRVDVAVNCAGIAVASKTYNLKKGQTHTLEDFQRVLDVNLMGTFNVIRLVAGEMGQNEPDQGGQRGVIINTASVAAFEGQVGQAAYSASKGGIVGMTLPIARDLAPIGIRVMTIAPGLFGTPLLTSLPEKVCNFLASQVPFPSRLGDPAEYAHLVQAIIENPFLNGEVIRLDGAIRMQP
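NADH fluorescence (ex 360/em 450 nm) read every 30 s for 4 min; activity taken as last-minus-first time point difference. Enzyme 20 nM, NAD+ 1 mM, beta-hydroxybutyryl-CoA 90 uM, pH 9.0 Tris buffer.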
BRCT inh green = qHTS Assay for Inhibitors of BRCT-Phosphoprotein Interaction (Green Fluorophore); Breast cancer type 1 susceptibility protein (Homo sapiens), P38398; BRCA1 BRCT-phosphopeptide binding, green fluorescence polarization; Potency, µM (series often up to 76.9 µM), for inactives: at the top dose activity change, negative = inhibition, most hits filed as inhibitors; 75,000 tested, 0.05% active; AID 875, 2007;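 also: potency is read from the fitted curve at half-maximal effect; plate controls were peptide without protein for full effect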
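Compounds were incubated for 12 min at room temperature with a complex of 100 nM fluorescein-tagged pBACH1 decapeptide and 250 nM His-tagged BRCT protein. Buffer was phosphate pH 7.3 with EDTA, DTT and Tween 20. Disruption of binding lowers the polarization signal.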
Pol III holo inh = qHTS Assay for Inhibitors of DNA Polymerase III Holoenzyme System. 71,000 tested, 0.25% active. Potency, µM (doses to about 57.1 µM), inactives show at the top dose activity change, negative = inhibition. reconstituted DNA polymerase III holoenzyme replication, biochemical. AID 603, 2007; also: potency is read from the fitted curve at half-maximal effect; % is scaled to controls: 0 for no effect and ±100 for the full control effect
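Reconstituted *E. coli* holoenzyme (0.35 nM Pol III, 1 nM beta, 154 nM SSB, 2 nM primase) was preincubated with compound for 15 min at RT. Synthesis on 1.4 nM ssM13Gori ran 35 min, then was stopped with PicoGreen/EDTA and read as dsDNA fluorescence.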
USP2a inhib = qHTS Assay for Inhibitors of Ubiquitin-specific Protease USP2a. Ubiquitin carboxyl-terminal hydrolase 2 (Homo sapiens), O75604. USP2a enzymatic assay, qHTS inhibition. Potency, µM (doses to about 38.3 µM), for inactives: at the highest dose activity change, negative = inhibition, hits mostly inhibitors. 60,000 tested, 0.1% active;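 also: potency is read from the fitted curve at half-maximal effect; nearly all actives have a fitted effect of over 60% in size; plate controls were DMSO for no effect and NEM full inhibition control for full effect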
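Coupled readout: USP2-cleaved Ub-PLA2 (20nM final) turns over NBD C6-HPC (20uM final), Ex 460nm/Em 535nm after 2.5 h, time-zero read flagging artifacts. Enzyme (20nM final, pH 8.0 Tris) given 30 min RT with compound first; NEM defines full inhibition.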
15-hLO inh = qHTS Assay for Inhibitors of 15-hLO (15-human lipoxygenase) | 74,000 tested, 1.4% active | purified 15hLO-1, xylenol orange hydroperoxide absorbance | AID 887, 2007 | Potency, µM (titrated, usually from 57.1 µM), without a hit: at the highest dose activity change, negative = inhibition, hits mostly inhibitors; also: potency is read from the fitted curve at half-maximal effect; % is scaled to controls: 0 for no effect and ±100 for the full control effect; nearly all actives have a fitted effect of over 55% in size
Target sequence (P16050 whole entry, looked up): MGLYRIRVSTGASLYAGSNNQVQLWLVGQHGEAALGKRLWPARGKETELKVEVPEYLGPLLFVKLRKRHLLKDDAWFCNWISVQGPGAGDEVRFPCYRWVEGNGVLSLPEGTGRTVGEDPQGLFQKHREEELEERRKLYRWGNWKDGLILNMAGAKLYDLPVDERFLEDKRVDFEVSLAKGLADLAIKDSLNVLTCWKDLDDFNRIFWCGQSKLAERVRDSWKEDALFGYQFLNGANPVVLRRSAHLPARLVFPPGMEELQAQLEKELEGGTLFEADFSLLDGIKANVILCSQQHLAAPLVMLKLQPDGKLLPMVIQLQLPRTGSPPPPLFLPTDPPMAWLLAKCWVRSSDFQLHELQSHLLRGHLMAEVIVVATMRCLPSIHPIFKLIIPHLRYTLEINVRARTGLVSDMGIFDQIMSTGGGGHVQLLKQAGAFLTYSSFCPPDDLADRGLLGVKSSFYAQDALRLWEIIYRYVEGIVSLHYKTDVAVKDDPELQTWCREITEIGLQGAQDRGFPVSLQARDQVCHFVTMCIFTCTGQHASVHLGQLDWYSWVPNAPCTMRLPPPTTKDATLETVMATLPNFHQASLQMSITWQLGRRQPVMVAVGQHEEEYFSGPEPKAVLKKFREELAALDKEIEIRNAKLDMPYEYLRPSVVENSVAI
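Inhibition is scored from a chromogenic endpoint. After 15 min enzyme-compound contact, arachidonic acid (50 uM final) reacts 6 min with 40 nM 15hLO-1 at room temperature, then Fe-XO reagent is added for 30 min and absorbance ratio recorded.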
GFP derepression = qHTS Assay for Epigenetic Modulators; mouse C127i GFP locus derepression, cytometry, 30 h; Potency, µM (doses to about 46.1 µM), without a hit: top-dose GFP derepression (activation); 68,000 tested, 0.09% active; also: % of control where 0% means no effect
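Derepression screen: silenced CMV-GFP reporter in murine C127i cells, 30 h compound incubation at 37 C, washed cells imaged by laser-scanning cytometer to enumerate GFP-expressing objects of 20 to 120 um.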
Hsp90 Hop PPI = qHTS Assay for Disrupters of an Hsp90 Co-Chaperone Interaction. Hsp90 C-terminal peptide / TPR2A (Hop) interaction, human. AlphaScreen TPR2A-His6 binding biotin-Hsp90 C-terminal peptide. Potency, µM (series often up to 57 µM), for inactives: at the top dose activity change, negative = inhibition. 71,000 tested, 0.44% active. AID 595, 2007; active = well fitted curve in either direction with a large enough effect; inconclusive = small, poorly fitted or top-dose-only effect, or another doubt; also: potency is read from the fitted curve at half-maximal effect; % is scaled to controls: 0 for no effect and ±100 for the full control effect; many of its hits are not listed in these tables
CRE Fsk mod = Cell signaling CRE-BLA (Fsk stim). CHO CRE-bla reporter (cAMP response element driving beta-lactamase), forskolin EC10, beta-lactamase ratio. Potency, µM (series often up to 38.2 µM), inactives show at the top dose activity change, negative = inhibition, hits mostly activators. 71,000 tested, 2.5% active. AID 662, 2007; active = well fitted activation curve with a large enough effect in the signal ratio, with a control signal flat, not every such curve was filed as active; inconclusive = small, poorly fitted or top-dose-only effect, or effect the other way, or a change in a side signal; the % refers to the signal ratio; also: potency is read from the fitted curve at half-maximal effect; % of control where 0% means no effect
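Using CellSensor CRE-bla CHO cells in Opti-MEM with 0.5% dialyzed FBS, compounds were titrated with EC10 NKH 477 for 3 h at 37 °C. CCF4 ratio (460/530 nm) gave %Activity; AC50 derived.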
* hit, by the source's call; ? = inconclusive; / = not tested or not shown; [ ] = dose if it differs, or a comment. Unless noted, calls follow the shape of the dose curve; as a rule, active = well fitted curve in the direction sought with a large enough effect; inconclusive = small, poorly fitted or top-dose-only effect, or another doubt; inactive = no such curve, though single readings can be large; an effect the other way counts as inactive or inconclusive. These rows are one share of the data. The share of hits here may be higher or lower than overall.

#	Structure	HBB splicing	Ub-GFP proteasome	BRCT PPI red	HADH2 inh	BRCT inh green	Pol III holo inh	USP2a inhib	15-hLO inh	GFP derepression	Hsp90 Hop PPI	CRE Fsk mod
1	Cc1nnc2ccc(Oc3ccc(-c4ccccc4)cc3)nn12	2.5%[0.369 µM]	/	3.8%	1%	7.0%	-4%	26%	8%	-2%	-6%	0.79µM*
2	COc1ccc(C2OC(=O)CC2C(=O)N2CCN(c3cc(Cl)ccc3C)CC2)cc1OC (configuration not stated)	-1.1%	-9%	0.2%	-1%	0.2%	0%	/	-10%	-2%	-5%	?
3	O=C(O)CCCNCc1ccccc1F	3.2%[57.5 µM]	-1%	0.5%	-5%	-0.7%	-2%	-4%	3%	7%	-3%	13%
4	CC(=O)N1CCc2cc(S(=O)(=O)NCCC(=O)NC3CCN(Cc4ccccc4)CC3)ccc21	-1.1%	11%	-0.7%	4%	-1.9%	-6%	9%	2%	2%	0%	2%
5	CC(C)C(c1nnnn1C1CCCC1)N1CCc2ccccc21 (configuration not stated)	-0.1%[57.5 µM]	2%	-1.5%	1%	3.1%	-2%	/	1%	-1%	0%	1%
6	CCOc1ccccc1N(C(=O)c1ccco1)C(C(=O)NC1CCCC1)c1cccnc1 (configuration not stated)	-0.2%[57.5 µM]	0%	-1.7%	-5%	-1.5%	-6%	11%	9%	-2%	-4%	-1%
7	CCSc1nc(N2CCOCC2)c2ccccc2n1	-0.2%[0.369 µM]	-3%	-0.6%	3%	-1.7%	3%	-7%	3%	2%	2%	?
8	CS(=O)(=O)N(CC(N)=O)Cc1ccc(Cl)cc1	-0.3%	0%	-0.3%	-8%	1.1%	-1%	3%	0%	0%	-2%	9%
9	O=C(NCC1CCCO1)c1nn2c(c1Cl)NC(c1ccc(F)cc1)CC2C(F)(F)F (configuration not stated)	-3.2%	5%	-3.2%	6%	-2.4%	-6%	13%	-5%	-2%	6%	-18%
10	CCOc1c(N2CCCCC2)c(=O)c1=O	3.7%	-5%	0.8%	1%	-0.5%	-1%	-10%	-1%	-1%	-3%	?
11	C#CCCCO/N=C1/C[C@@H](O)[C@@H](O)[C@@H]2[C@@H]3C(=O)N(C4CCCCC4)C(=O)[C@H]3CC[C@H]12	1.2%[9.22 µM]	/	0.0%[15.4 µM]	2%[11.4 µM]	-0.2%[15.4 µM]	/	/	2%[11.4 µM]	/	/	/
12	COc1ccc(NCc2ccc3c(c2)OCO3)cc1Cl	1.7%	1%	-2.1%	-4%	-0.7%	5%	-7%	-3%	-5%	?	?

(cont.)
#	Structure	HBB splicing	Ub-GFP proteasome	BRCT PPI red	HADH2 inh	BRCT inh green	Pol III holo inh	USP2a inhib	15-hLO inh	GFP derepression	Hsp90 Hop PPI	CRE Fsk mod
13	Cc1ccc(C(=O)NCCNS(=O)(=O)c2ccccc2)cc1	-2.9%	3%	-0.4%	-1%	-0.3%	-2%	-1%	11%	2%	-2%	-2%
14	N#CCSC1=Nc2ccccc2C2=NC(CCC(=O)N3CCN(c4ccccc4)CC3)C(=O)N12 (configuration not stated)	-0.1%	-5%	1.5%	?	-0.1%	0%	42%[activator]	-12%	8%	-13%	-5%
15	Cc1ccc(N2CC(C(=O)Oc3cccc(N4C(=O)CCC4=O)c3)CC2=O)cc1 (configuration not stated)	0.7%	-4%	-0.1%	-20%	1.6%	3%	4%	1%	-3%	-1%	-9%
16	CC(C)Sc1nc2c(cnn2-c2ccc(F)cc2)c(=O)[nH]1	0.5%	-1%	1.0%	6%	-1.7%	-13%	/	7%	/	-1%	3.2µM*
17	Cc1cc(NC(=O)CSc2nc3c(c(=O)n2-c2ccc(Cl)cc2)SCC3)no1	-0.1%	15%	-0.7%	22%	-0.3%	2%	23%	-1%	-2%	-6%	-4%
18	CCNc1ncc2nc(-c3ccc(Cl)cc3)c(=O)n(C3CC3)c2n1	-0.2%	2%	0.0%	65%[activator]	4.8%	-8%	54%[activator]	-18%	-3%[9.22 µM]	-3%	?
19	COc1cccc(N(CC(=O)NC2CCCC2)C(=O)Cn2nnc(-c3ccc(C)cc3)n2)c1	-3.9%	-1%	-1.6%	5%	0.9%	-7%	24%	?	-1%	0%	-28%
20	CCC1CCCCN1CCCNC(=O)Cn1nc(-c2ccccc2)ccc1=O (configuration not stated)	1.5%	-4%	-0.4%	6%	1.5%	-5%	4%	-3%	0%	-4%	-4%
21	N#Cc1c(N)c(C(=O)c2ccc(Cl)cc2)n2c1CCC2	1.4%[0.369 µM]	-1%	-1.2%	9%	-2.8%	0%	-1%	-5%	6%	-4%	0%
22	O=S(=O)(NC1CC1)c1ccc(S(=O)(=O)N2CCN3CCCC3C2)cc1 (configuration not stated)	-0.1%[57.5 µM]	1%	0.1%	-6%	-3.3%	0%	5%	-5%	5%	-2%	2%
23	COc1ccc(NC(=O)NCc2cccnc2)cc1OC	0.1%	-6%	0.4%	-8%	0.1%	-1%	1%	2%	-2%	-3%	3%
24	O=C(Nc1cnn(Cc2ccc(Cl)cc2)c1)c1cnccn1	0.9%	-2%	-1.1%	-4%	-1.9%	-8%	29%	-6%	0%	-6%	-2%

Next section
#	Structure	HBB splicing	Ub-GFP proteasome	BRCT PPI red	HADH2 inh	BRCT inh green	Pol III holo inh	USP2a inhib	15-hLO inh	GFP derepression	Hsp90 Hop PPI	CRE Fsk mod
25	C=CCn1c(C(C)NC(=O)CC)nc2ccccc21 (configuration not stated)	-0.8%	0%	-2.3%	8%	-2.3%	2%	6%	0%	2%	5%	0%
26	Cc1nnc(SCc2cc(=O)n3[nH]cnc3n2)s1	-0.1%[57.5 µM]	7%	-3.2%	-3%	0.6%	-5%	-1%	2%	1%	-2%	?
27	CCCN(CCC)c1ncnc2c1cnn2-c1ccc(OC)cc1	-0.8%	-4%	1.4%	35%[activator]	1.3%	-3%	-3%	-3%	0%	15%	?
28	CCn1c(CNc2ccccc2Cl)nnc1SCC(=O)OC1CCCCC1	/	-3%	0.0%	9%	0.7%	-5%	4%	-13%	0%	1%	1%
29	C=CCn1cc(C(=O)NCC2CCCO2)c(=O)c2cc(S(=O)(=O)N3CCCCCC3)ccc21 (configuration not stated)	-2.8%[1.84 µM]	-7%	0.0%	-8%	6.4%	1%	54%[activator]	-6%	0%	0%	?
30	COc1ccc(NC(=O)CCNC(=O)Cn2ccc3ccccc3c2=O)c(OC)c1	3.4%	-2%	1.8%	-1%	-1.6%	-8%	-4%	4%	0%	-5%	?
31	CCCC/C=C/C(NC(=O)c1ccc(C(F)(F)F)cc1)c1ccccc1 (configuration not stated)	-1.6%	/	-3.3%	1%	-5.1%	-17%	/	/	/	?	?
32	O=S1(=O)CCC(NCC2CCCO2)C1 (configuration not stated)	-1.3%	-5%	-1.0%	-3%	0.4%	-10%	-13%	-11%	0%	-4%	1%
33	O=C(C1CCN(C2CC(=O)N(Cc3ccccc3)C2=O)CC1)N1CCCCCC1 (configuration not stated)	3.4%	-9%	-2.0%	11%	-0.1%	5%	13%	0%	0%	-4%	6%
34	COc1cccc(NC(=O)Cn2c(-c3cncs3)nc3ccccc32)c1	5.0%	-5%	-1.6%	5%	-2.7%	-1%	43%[activator]	4%	0%	-2%	-5%
35	CCc1ccc(C2CC(c3ccccc3)n3ncnc3N2)cc1 (configuration not stated)	-0.4%	-2%	-0.9%	-21%	0.5%	-4%	/	44%[activator]	/	-4%[2.3 µM]	6%
36	O=C(O)CCc1ccc(-c2ccc(Br)cc2)n1Cc1ccco1	0.5%	-3%	0.9%	?	0.1%	-18%	34%[activator]	16µM*	0%	-13%	-25%
